All columns: NCI-60 one-dose screen, growth in % after 48 h at 10 µM unless noted; 100 = growth as untreated, 0 = no growth, -100 = all killed.
HL-60(TB): HL-60(TB) leukemia cells; 78,000 compounds, 9% hits; AID 1794776; active = growth percent below 10
The depositor's hits bear a star; & = joins results of further samples. A portion of the library. The share of hits here may be higher or lower than overall.

SMILES	HL-60(TB)
CN1C(=O)C(=Cc2ccc3c(c2)Cc2ccccc2-3)C(=O)N(C)C1=O	99
O=[N+]([O-])c1cc(Cl)c2cccnc2c1O	84
Cc1cc(=O)oc2cc(OCCOc3ccc(/C=C/C(=O)Nc4ccccc4N)cc3)ccc12	0.0*
Nc1nc(N)c2c(n1)NC1(C=C(O)c3ccccc31)C1=C(N2)c2ccccc2C1=O (stereo not drawn)	71
CCc1nc2c([nH]1)C(=O)c1ccccc1C2=O	90
CCN1C(=O)/C(=C/c2ccc(Cl)cc2Cl)SC1=S	49
Nc1c(C(=O)c2ccc(F)cc2)sc2nc3c(cc12)CCCC3	70
C/C=C/C(OC(C)=O)OC(C)=O	92
O=C(NNC(=O)c1ccc(-n2cc(-c3ccccc3)nn2)cc1)Nc1ccc([N+](=O)[O-])cc1	101
COCCOC(=O)C1=C(C)NC(C)=C(C(=O)OCCOC)C1c1cccc(C#N)c1	90
Cc1cccc(C(=O)O)c1N	77
CCC(C)(O)Cc1ccc(Cl)cc1 (stereo not drawn)	96
O=C1NC(=C(Cl)Cl)/C(=N/S(=O)(=O)N2CCCCC2CC2(C(F)(F)F)N=N2)N1 (stereo not drawn)	1.5*
COc1ccc(-c2nc(SCC(C)C)nc(N/N=C\c3ccc(Cl)cc3)c2C#N)cc1	89
COc1ccc(-c2cc(C(=O)Nc3nc4ccc(F)cc4s3)nc3cc(-c4ccccc4)nn23)cc1OC	92
O=C(N/N=C/c1ccc(F)cc1)c1ccccc1Nc1cccc(C(F)(F)F)c1	88
O=C(O)c1ccc(Nc2ccnc(SCC(=O)c3ccc(Cl)cc3)n2)cc1	99
COc1cc([N+](=O)[O-])c(OC)cc1Nc1ccccc1C(=O)O	109
CC(=O)SC1CC(=O)OC1=O (stereo not drawn)	92
NS(=O)(=O)c1ccc(Nc2nc(N3CCOCC3)c3ccccc3n2)cc1	102
COc1ccc2[nH]c(=O)c3c(c2c1)OC(N)=C(C#N)C31C(=O)c2ccccc2C1=O	97
COc1cc(NC(=O)c2cc(OC)c3ccn(C)c3c2)cc2c1C[C@]1(C)CC[C@@H](O)C(C)(C)[C@H]1O2	31
CCCC(C)OCC(=O)O (stereo not drawn)	89
COc1cccc(/C=C/C(=O)c2cc3c(N)c(C(=O)Nc4ccccc4)sc3nc2C)c1	17
CC(=O)Nc1c(C)nc(N)[nH]c1=O	51
O=C(/C=C/c1ccccc1)c1ccc(-n2cc(CN3CCN(c4cc5c(cc4F)c(=O)c(C(=O)O)cn5C4CC4)CC3)nn2)cc1	99
O=C1CN(C2=Nn3c(nnc3-c3cc(C(F)(F)F)cc(C(F)(F)F)c3)SC2)CCN1	109
CC(C)(C)c1cc(C=NCc2ccco2)c(O)c(C(C)(C)C)c1	84
O=c1cc2c(=O)oc3cc(O)c(O)oc3c2c(O)c1O	97
CCN(CC)CCCN1C(=O)c2c(c(C)c3c(oc4ccc(OC)cc43)c2C)C1=O	98
CC1/C=C/C=C/C=C/C=C/C=C/C=C/C=C/C(O[C@@H]2O[C@H](C)[C@H](O)[C@@H](O)[C@@H]2N)CC(O)C(C(=O)O)C(O)CC(=O)CC(O)CC(O)CC(O)CC(=O)CCCC(=O)CC(=O)OC1C(C)CC(C)C(O)CC(=O)c1ccc(N)cc1 (stereo partly drawn)	-60*
O=S(=O)(NCCNc1nccc(-c2c(-c3cccc(F)c3)nc3sccn23)n1)c1ccc(C(F)(F)F)cc1	121
O=c1[nH][nH]c(=O)c2c([N+](=O)[O-])cccc12	85
CC(=O)OCC(C)CCC1OC2CC3C4CCC5CC(OC(C)=O)CCC5(C)C4CCC3(C)C2C1C (stereo not drawn)	92
COc1cc(C2C=C(c3ccc(C)cc3)Nc3nc(SC)[nH]c(=O)c32)ccc1Oc1ccnc2cc(Cl)ccc12 (stereo not drawn)	104
COc1ccc(C(=O)CSc2nc(Nc3cccc(S(N)(=O)=O)c3)c(C#N)c(C(C)C)n2)cc1	94
C(=C\c1n(Cc2ccc3ccccc3c2)c2ccccc2[n+]1Cc1ccc2ccccc2c1)/c1ccc(-n2c3ccccc3c3ccccc32)cc1	118
Cc1c(Cl)cccc1NC(=S)NC(=O)c1ccccc1	93
COC(=O)c1ccc(Cl)cc1OC	101
Cn1c(=O)c2c(nc(Br)n2CC(=O)Nc2ccc(Cl)cc2Cl)n(C)c1=O	104
CCOC(=O)CCC(=O)Oc1ccc2c(c1)C(=O)c1ccc(OC(=O)CCC(=O)OCC)cc1C2=O	114
O=C(O)C1(C(=O)O)c2ccccc2-c2c1c1c3ccccc3[nH]c1c1c2[nH]c2ccccc21	101
CSc1nc(Cl)c(C#N)c(-c2ccc(Cl)cc2)n1	92
COc1ccc(CCNC2=CC(=O)CCC2)cc1OC	69
COc1cccc2c1CCCC2(C)C	97
CN(C)c1ccc(/C=C/c2nc3ccccc3nc2NNC(=O)Nc2cccc(Cl)c2)cc1	76
C/C(Cc1ccc(Cl)cc1)=C(\c1ccc(OCCN2CCOCC2)cc1)c1ccc(OC(=O)Cc2ccccc2)cc1	100
COc1cc(C2C=C(c3ccccc3)Nc3nc(SC)[nH]c(=O)c32)ccc1Oc1ccnc2cc(Cl)ccc12 (stereo not drawn)	102

Already shown: 20 of the compounds above.
SMILES	HL-60(TB)
CCC(C)(O)Cc1ccc(Cl)cc1 (stereo not drawn)	96
O=C1NC(=C(Cl)Cl)/C(=N/S(=O)(=O)N2CCCCC2CC2(C(F)(F)F)N=N2)N1 (stereo not drawn)	1.5*
COc1ccc(-c2nc(SCC(C)C)nc(N/N=C\c3ccc(Cl)cc3)c2C#N)cc1	89
COc1ccc(-c2cc(C(=O)Nc3nc4ccc(F)cc4s3)nc3cc(-c4ccccc4)nn23)cc1OC	92
O=C(N/N=C/c1ccc(F)cc1)c1ccccc1Nc1cccc(C(F)(F)F)c1	88
O=C(O)c1ccc(Nc2ccnc(SCC(=O)c3ccc(Cl)cc3)n2)cc1	99
COc1cc([N+](=O)[O-])c(OC)cc1Nc1ccccc1C(=O)O	109
CC(=O)SC1CC(=O)OC1=O (stereo not drawn)	92
NS(=O)(=O)c1ccc(Nc2nc(N3CCOCC3)c3ccccc3n2)cc1	102
COc1ccc2[nH]c(=O)c3c(c2c1)OC(N)=C(C#N)C31C(=O)c2ccccc2C1=O	97
COc1cc(NC(=O)c2cc(OC)c3ccn(C)c3c2)cc2c1C[C@]1(C)CC[C@@H](O)C(C)(C)[C@H]1O2	31
CCCC(C)OCC(=O)O (stereo not drawn)	89
COc1cccc(/C=C/C(=O)c2cc3c(N)c(C(=O)Nc4ccccc4)sc3nc2C)c1	17
CC(=O)Nc1c(C)nc(N)[nH]c1=O	51
O=C(/C=C/c1ccccc1)c1ccc(-n2cc(CN3CCN(c4cc5c(cc4F)c(=O)c(C(=O)O)cn5C4CC4)CC3)nn2)cc1	99
O=C1CN(C2=Nn3c(nnc3-c3cc(C(F)(F)F)cc(C(F)(F)F)c3)SC2)CCN1	109
CC(C)(C)c1cc(C=NCc2ccco2)c(O)c(C(C)(C)C)c1	84
O=c1cc2c(=O)oc3cc(O)c(O)oc3c2c(O)c1O	97
CCN(CC)CCCN1C(=O)c2c(c(C)c3c(oc4ccc(OC)cc43)c2C)C1=O	98
CC1/C=C/C=C/C=C/C=C/C=C/C=C/C=C/C(O[C@@H]2O[C@H](C)[C@H](O)[C@@H](O)[C@@H]2N)CC(O)C(C(=O)O)C(O)CC(=O)CC(O)CC(O)CC(O)CC(=O)CCCC(=O)CC(=O)OC1C(C)CC(C)C(O)CC(=O)c1ccc(N)cc1 (stereo partly drawn)	-60*

Next records
SMILES	HL-60(TB)
C/C(=N/N)c1ccc(Br)cc1	90
CC(C)(C)c1ccc(C(=O)Nc2sc3c(c2C(N)=O)CCC(=O)C3)cc1	3.0*
O=[As]c1ccc(C(=O)O)cc1 (stereo not drawn)	102
O=C(O)CCCC1CCc2ccccc2C1 (stereo not drawn)	97
CCN(CC)Cc1cc(OC(=O)c2ccccc2)cc(C(=O)OC)c1	111
O=C(C=C=Nc1ccccc1)C(=O)N=C=Cc1ccccc1	-26*
COC(=O)N[C@H](C(=O)N[C@@H](Cc1ccccc1)[C@@H](O)CN(Cc1ccc(-c2ccccc2)cc1)NC(=O)[C@@H](NC(=O)OC)C(C)(C)C)C(C)(C)C	84
BrCc1ccc(-c2ccccc2)cc1	99
CN1c2nc3ccccc3nc2SC1Nc1ccccc1 (stereo not drawn)	105
N#C/C(=C\c1ccc([N+](=O)[O-])s1)c1nc2cc(Br)ccc2s1	18
O=[N+]([O-])c1ccc2c(c1)Sc1ccccc1N2CCCCCl	95
CCOc1ccnc(OCC)n1	118
Nc1cc2c3c(cccc3c1)C(=O)N(CCN1CCCC1)C2=O	1.2*
N#C/C(=C\c1ccc(-c2cccc(Cl)c2)o1)c1ccc(F)cc1	100
COc1ccc(-c2c3c(N)nc(-c4cccnc4)nc3nc3c2c(C)nn3-c2ccccc2)cc1	107
O=C1CC2(CC3(Cl)C(Cl)=C(Cl)C2(Cl)C3(Cl)Cl)C(=O)O1 (stereo not drawn)	97
Cc1ccc(S(=O)(=O)N/N=C/C(=O)O)cc1	114
Cn1cc(-c2csc(-c3cn(CCO)c4ccc(F)cc34)n2)c2cccnc21	50
CCOC(=O)C1CC(C(=O)OCC)C(=Nc2ccccc2)C1=O (stereo not drawn)	109
CCN(CC)c1ccc(C(=O)c2ccccc2)cc1	87
O=C1c2cccc3cccc(c23)C(=O)N1C/C=C/c1ccc2c3c(cccc13)C(=O)N(CCN1CCOCC1)C2=O	106
N#C/C(=C\c1ccc(-c2ccc(Cl)cc2Cl)o1)C(=O)Nc1ncc(Cc2ccc(Cl)cc2)s1	94
COc1ccc(-c2nnc3c4nnc(C)n4c4ccccc4n23)cc1OC	97
O=C(Nc1ccccc1Cl)Oc1ccc(C(=O)c2ccccc2)cc1	100
OCC1OC(n2cnc3c(SCc4ccccc4)nc(NO)nc32)C(O)C1O (stereo not drawn)	83
CS(=O)(=O)Nc1ccc(CC(=O)N2CCN(c3ccc(C(F)(F)F)cn3)CC2)cc1	96
COc1cc(-c2nn(-c3ccc(Br)cc3)cc2C(=O)O)ccc1O	83
COc1cc(/C=C/c2cc(=O)c3c(C)c(Cl)c(C)cc3o2)cc(OC)c1OC	39
Cc1ccc(N2C(=N)C(=S)N(c3ccc(C)cc3)C2=O)cc1	99
C/C(=C/c1ccco1)[N+](=O)[O-]	102
CC(=O)N1N=C(c2ccc(Oc3nnnn3-c3ccccc3)cc2)OC1c1ccc(F)cc1F (stereo not drawn)	87
CC(O)CCNC(C(=O)c1ccccc1)c1ccccc1 (stereo not drawn)	91&101
O=C1CCC(ON(C(=O)c2ccccc2)c2ccccc2)N1 (stereo not drawn)	103
COc1cc(/C=C\C(C)=N\Nc2ccccc2)ccc1O	3.7*
O=C(OCc1nc2nc(Cl)nc(N3CCOCC3)c2[nH]1)n1ccnc1	-30*
S=C(c1ccc2c(c1)OCO2)N1CCN(c2ccc(Cl)cc2)CC1	75
O=S(=O)(C/C(=N/O)c1ccc2ccccc2c1)c1ccccc1	98
Cc1cc(Nc2ccc(C)c(Cl)c2)nc(N)n1	80
O=C(NNc1nccc(Nc2ccc(S(=O)(=O)Nc3ccncc3)cc2)n1)c1cccs1	140
COc1ccc(Cc2nc3c([nH]2)c(=O)n(C)c(=O)n3C)cc1OC	112
COc1ccc(-c2nc(SCCC(C)C)nc(Nc3ccc(C)cc3)c2C#N)cc1	70
CN1CCN(Cc2ccc(NC(=O)c3nc4ccc5[nH]ncc5c4c4c3CCCC4)cc2C(F)(F)F)CC1	-57*
CC(C)(C)[Si](C)(C)OC1[C@@H](O[Si](C)(C)C(C)(C)C)[C@@H](CNC(=O)NC(=O)NC(=O)CI)O[C@H]1n1cnc2c(NC(=O)Nc3ccccc3)ncnc21 (stereo partly drawn)	-67*
COc1ccc2c(c1)/C(=C\c1c(-c3ccc(C)cc3)nc3sc(-c4cc(OC)c(OC)c(OC)c4)nn13)C(=O)N2	53
O=C1NC2(CCNCC2)Nc2ccccc21	96
C/C(O)=C(/C=N\C(=S)Nc1ccc(Cl)c(Cl)c1)C(=O)Nc1ccccc1C	78
Cc1ccc(NN)c(Br)c1	103
c1ccc(CC(c2ccccc2)N2CCCCC2)cc1 (stereo not drawn)	93
Cn1ccnc1C(=O)/C=C/c1ccc(CNC(=O)c2c(F)c(F)c(F)c(F)c2F)cc1	20
COc1ccc(/C=C2\Oc3cc(C)c(Cl)cc3C2=O)cc1OC	100
CCC(=O)N1c2cc(C)ccc2N(C(=O)CC)c2c1c1cc(Br)ccc1n2C(=O)CC	120
O=S(=O)(c1ccccc1)N1CCCCC1CCc1ccccc1 (stereo not drawn)	45
Cc1ccc(CNS(=O)(=O)/N=C2\NC(=O)NC2=C(Cl)Cl)cc1	29
Cn1cnc([N+](=O)[O-])c1/C=C1\Oc2cc(Cl)ccc2C1=O	103
O=C1[C@@H]2Cc3c([nH]c4ccccc34)[C@H](c3ccc(Cl)cc3)N2C(=O)CN1C1CCN(Cc2c(F)cccc2F)CC1	50
CC(C)c1ccc(C2OCCCO2)cc1	106
O=C1CC2(C(=O)N1CN1CCOCC1)c1ccccc1-c1ccccc12	75
C[N+]1(CC[N+]2(C)CC3CCCCC3C2)CCCCC1 (stereo not drawn)	83
CC1=C2[C@@H](O)C[C@]2(C)[C@H]2C[C@@](C)(CO)C[C@H]2[C@@H]1O	99
CCc1c(C)c2cc3c(oc(=S)n3C(C)C)c(C)c2oc1=O	93
Going on with the list:
SMILES	HL-60(TB)
COc1cc(Cl)cc(-c2nn(C(=O)NS(=O)(=O)c3ccc4ccccc4c3)cc2-c2ccncc2)c1	98
NC(CCCCO)C(=O)O (stereo not drawn)	92
CCCOC(=O)c1ccc(O)c(OC)c1	100
COP(=S)(N1CC1)N1CC1	106
COc1ccc(C2CC(=O)NC2=O)cc1OC (stereo not drawn)	91
COc1ccc(-c2cc(-c3cc(OC)ccc3OC)nc(SCc3ccccc3)c2C#N)cc1	107
O=C(c1ccccc1)c1ccccc1-c1nnc2n1N=C(c1ccccc1)CS2	100
O=C(COc1cccc(/C=C2\Oc3ccc4ccccc4c3C2=O)c1)c1ccc([N+](=O)[O-])cc1	95
O[Si](O)(c1ccc(F)c2ccccc12)c1ccc(F)c2ccccc12	107
COc1cc(N=Nc2ccc(C(=O)N(C)C)cc2)c(C)cc1N	61
CCOC(=O)c1cc(C(=O)c2cc(OC)c(OC)c(OC)c2)n2ccc(-c3ccccn3)cc12	101
O=C(Nc1ccc2ccccc2c1)C(F)(F)F	114

Screens: PubChem, NCI
